Diaph inh CS = diaphorase inhibitors and chemical oxidizers, primary screen, counter-screen for diaphorase-coupled primary assays, biochemical, uHTS, resorufin fluorescence; diaphorase resazurin-to-resorufin fluorescence, NADH, 16 min; bacterial (C. kluyveri) enzyme, not human; inhibition, % at 20 µM; 190,000 tested, 0.69% active; AID 1217, 2008;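 active = primary screen inhibition at 20 µM above a set limit, cut at about 50% in these data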;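 also: plate controls were DMSO with full reaction for no effect and wells lacking NADH for full effect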
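System: Bacterial diaphorase enzyme (C. kluyveri) | Incubation: 16-min room-temperature incubation before reading | Benchmarks: No-NADH positive control and DMSO neutral control | Measured by: Resorufin fluorescence 544/590 nm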
TLR4-MyD88 BLA = inhibitors of TLR4-MyD88 association in cells, primary screen, cell-based, HeLa CL3-4, BLA complementation, FRET ratio | 200,000 tested, 0.18% active | HeLa CL3-4 TLR4/MyD88 BLA complementation | inhibition, % at 8.4 µM; in the data active = inhibition above about 25%;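 also: 0% = vehicle and 100% = reference inhibitor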
Diaph act CS = compounds boosting diaphorase resazurin reduction – biochemical, uHTS, resorufin fluorescence, counter-screen for diaphorase-coupled primary assays, primary screen; 190,000 tested, 0.005% active; Diaphorase/resazurin coupled assay, 16 min; stronger effect = higher value; 1 = vehicle wells, 0 = NADH-free wells; activation factor at 20 µM; AID 1229, 2008;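 active = diaphorase activity raised at least twofold by the compound at 20 µM; inactive = activation factor below 2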
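test system = bacterial diaphorase enzyme (C. kluyveri) | quantity = enzyme 0.07 U/mL final | reagent = NADH substrate 0.114 mM plus resazurin dye 0.1 mM, final | incubation = 16 min enzyme reaction, ambient temperature | buffer or medium = HEPES pH 7.4 buffer with MgCl2 and Tween 20 | signal = fluorescence of resorufin, 544 nm excitation, 590 nm emission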
RAM inhibit = inhibitors of the yeast RAM network, primary screen, dse1pr::URA3 reporter, 5-FOA selection. S. cerevisiae dse1pr::URA3 reporter, 5-FOA growth OD615, 2 d; analog-sensitive cbk1-as2 kinase mutant strain. inhibition, % at 50 µM. 190,000 tested, 1.8% active;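 active = inhibition above a set limit, 3 SD over mean compound inhibition, cut at about 8.4% in these data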;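 also: 0% = DMSO-only wells with no growth and 100% = 10 µM 1-NA-PP1 full growth; inhibition rescues growth on 5-FOA so higher OD means more RAM inhibition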
DTT redox prof = compounds producing H2O2 with reducing agent – biochemical, NIH compound library profiling, artefact control for MLSCN library redox annotation, primary screen | DTT-dependent redox cycling H2O2, phenol red/HRP absorbance; 100% = 100 µM peroxide control, 0% = buffer | activation, % at 10 µM | 200,000 tested, 0.03% active;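 active = activation of at least 50% relative to the plate's high and low controls in the primary single-dose screen; inactive = activation below 50%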;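 also: compound incubated with DTT at 0.8 mM final as the reducing agent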
PMI act satM6P = human PMI activators, high substrate, primary screen, biochemical, fluorescence intensity, near-saturating mannose 6-phosphate; coupled PMI enzyme assay, resazurin fluorescence, 20 min; stronger effect = higher value; 1 = untreated enzyme, 0 = substrate-free blank; activation factor at 20 µM; Mannose-6-phosphate isomerase (Homo sapiens), P34949; 190,000 tested, 0.34% active;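 active = activation factor of 2 or more at 20 µM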
Target sequence (P34949 whole entry, looked up): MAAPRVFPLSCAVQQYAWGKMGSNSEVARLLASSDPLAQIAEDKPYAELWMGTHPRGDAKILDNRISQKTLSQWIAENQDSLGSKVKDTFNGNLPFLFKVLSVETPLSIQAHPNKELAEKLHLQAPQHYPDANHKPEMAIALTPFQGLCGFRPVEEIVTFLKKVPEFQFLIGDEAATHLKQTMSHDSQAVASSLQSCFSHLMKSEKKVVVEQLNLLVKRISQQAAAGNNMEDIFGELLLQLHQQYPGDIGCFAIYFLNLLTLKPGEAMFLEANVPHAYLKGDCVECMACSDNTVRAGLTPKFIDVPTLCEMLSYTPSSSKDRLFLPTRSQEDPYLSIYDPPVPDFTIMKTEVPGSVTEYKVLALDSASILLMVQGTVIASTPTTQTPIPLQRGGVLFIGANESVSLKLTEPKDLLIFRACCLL
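Material: human phosphomannose isomerase with PGI, G6PDH, diaphorase coupling enzymes; amount: PMI at 15 ng/mL final; also added: Mannose-6-phosphate 1.0 mM (near-saturating) plus 0.22 mM NADP+; incubation: enzyme reaction with compound 20 min at room temperature; signal: resorufin fluorescence (Ex 544/Em 590 nm) from resazurin via diaphorase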
S1P3 antag = S1P3 receptor antagonists, primary screen, cell-based. Sphingosine 1-phosphate receptor 3 (Homo sapiens), Q99500. CHO S1P3 NFAT-BLA reporter, FRET fluorescence, antagonist mode. inhibition, % at 4.98 µM. 170,000 tested, 0.27% active. AID 485, 2006;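 active = inhibition above the plate cutoff, the mean inhibition of test wells on that plate plus 3 SD, cut at about 28% in these data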;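 also: cells challenged with S1P at its EC80 of 0.8 µM; blue over green emission ratio from cleaved BLA substrate after 4 h stimulation; 0% = S1P-stimulated wells and 100% = unstimulated DMSO-only wells; some compounds past the cut are filed as inactive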
Target sequence (Q99500 whole entry, looked up): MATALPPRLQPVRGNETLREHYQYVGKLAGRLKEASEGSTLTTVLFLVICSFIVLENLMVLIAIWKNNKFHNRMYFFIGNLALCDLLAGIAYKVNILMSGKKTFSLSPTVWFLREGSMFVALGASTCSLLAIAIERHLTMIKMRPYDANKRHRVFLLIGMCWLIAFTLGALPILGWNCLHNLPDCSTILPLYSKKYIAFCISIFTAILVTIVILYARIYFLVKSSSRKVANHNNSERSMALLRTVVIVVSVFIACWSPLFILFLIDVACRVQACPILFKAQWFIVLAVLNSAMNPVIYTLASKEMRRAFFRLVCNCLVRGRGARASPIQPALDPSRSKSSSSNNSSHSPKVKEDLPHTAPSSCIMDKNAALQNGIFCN
G6PDH CS = L. mesenteroides G6PDH inhibitors, counter-screen for G6PDH-coupled screening assays, biochemical, Leuconostoc mesenteroides enzyme; glucose-6-phosphate dehydrogenase [Leuconostoc mesenteroides]; Purified L. mesenteroides G6PDH, diaphorase/resazurin coupled fluorescence, 45 min; inhibition, % at 5 µM; 200,000 tested, 0.12% active; AID 1020, 2008
PMI act = activators of human PMI, primary screen, biochemical, fluorescence intensity, near-Km mannose 6-phosphate. Mannose-6-phosphate isomerase (Homo sapiens), P34949. purified human PMI, coupled resazurin fluorescence, 20 min; stronger effect = higher value; 1 = vehicle control, 0 substrate-free wells. activation factor at 20 µM. 190,000 tested, 0.005% active. AID 1214, 2008;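 active = activation factor of 2 or more at 20 µM, relative to plate controls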
Lmaj promast = Leishmania major promastigote growth inhibition, primary screen; inhibition, % at 10 µM; Leishmania major promastigotes, resazurin fluorescence viability; 200,000 tested, 9% active;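 also: promastigotes grown with compound for 44 hours at 28 °C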
Hsp70 act = Hsp70 transcriptional activators, primary screen, cell-based, HeLa, Hsp70 promoter luciferase, luminescence, 10 µM | HeLa Hsp70 promoter luciferase reporter; scaled: vehicle 0, proteasome-inhibitor control 100% | activation, % at 10 µM | 200,000 tested, 0.04% active;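 active = activation above the mean across all tested compounds plus 3 SD, cutoff set per campaign, cut at about 5.5% in these data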;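 also: 100% = MG132 at 30 µM as the positive control and 0% = DMSO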
Numbers without * were called inactive; · = no result given. Rule as the data show it, unless noted: active = inhibition above about 50%; inactive = the rest.

SMILES | Diaph inh CS | TLR4-MyD88 BLA | Diaph act CS | RAM inhibit | DTT redox prof | PMI act satM6P | S1P3 antag | G6PDH CS | PMI act | Lmaj promast | Hsp70 act
COc1ccc(C2=NN(C(=O)/C=C/c3ccccc3)C(c3ccccc3)C2)c(OC(C)=O)c1 (stereo unspecified) | 10 | -9 | 0.9 | 7.5 | 0.9 | 0.9 | -21 | 20 | 0.8 | 14 | -0.3
NS(=O)(=O)c1ccc(NC(=O)COC(=O)c2ccc(Cl)nc2)cc1 | 6 | 11 | 0.9 | 1.3 | -0.6 | 1.1 | -16 | 2 | 1.1 | -8 | -0.2
S=C(Nc1ccc(Cl)cc1)NC1CCN(Cc2ccccc2)CC1 | 14 | -7 | 0.9 | 2.4 | 0.0 | 1 | -2 | 3 | 0.9 | 99* | -0.4
CCOC(=O)Cn1c(C)nc2ccccc21 | 6 | 7 | 0.9 | 1.6 | 0.7 | 1.1 | 18 | 5 | 1.2 | 1 | -0.2
Cc1c(C)n(CC(O)CN2C(=O)c3ccccc3S2(=O)=O)c2ccccc12 (stereo unspecified) | 0 | -5 | 1 | 0.7 | 0.3 | 0.9 | · | 8 | 0.9 | 1 | 0.1
CCOC(=O)c1sc(=NC(=O)c2ccc(S(=O)(=O)N3CC(C)OC(C)C3)cc2)n(C)c1C (stereo unspecified) | -3 | -11 | 1 | 6.2 | -0.8 | 1 | 19 | 0 | 1 | -2 | 0.5
CC(=O)N1[C@@H]2CC3C4CC=C5C[C@@H](O)CC[C@]5(C)C4CC[C@]3(C)[C@@]21C(C)=O (stereo partly specified) | 3 | -11 | 1 | -1.2 | -0.3 | 1 | 3 | -4 | 1 | 14 | 0.0
Cc1ccc(C(=O)CC2(O)C(=O)N(Cc3ccccc3Cl)c3ccccc32)o1 (stereo unspecified) | 10 | 2 | 0.9 | 0.8 | 0.7 | 1 | 1 | 9 | 0.9 | 14 | -0.3
CCOC(=O)N1CCN(CC(=O)Nc2ccc(F)cc2F)CC1 | 14 | -16 | 0.9 | 2.3 | -0.1 | 1 | -2 | 0 | 1 | -4 | -0.5
CCN(CC)CCOC(=O)C1(c2ccc(OC)c(OC)c2)CCCC1 | 8 | 2 | 0.9 | 1.8 | -0.3 | 1.1 | · | 8 | 1 | 2 | 0.1
Brc1ccc(CN2C3=NCCCN3c3ccccc32)cc1 | 0 | 11 | 1 | 0.0 | 0.1 | 1.1 | 13 | -2 | 1.1 | 36 | -0.2
COc1ccc2c(c1)O[C@H](c1ccc3c(c1)OCO3)[C@@H](OC(=O)N[C@H]1CCCc3ccccc31)C2=O | 12 | -6 | 0.9 | 3.8 | -0.1 | 0.9 | -1 | 13 | 0.9 | 45 | -0.1
Cc1ccc2cc(C#N)c(N3CCCN(C(=O)C4CCCO4)CC3)nc2c1C (stereo unspecified) | 23 | -9 | 0.8 | 1.6 | -2.6 | 1.2 | · | 17 | 1.4 | 3 | 0.0
OCCNCc1cccc(OCc2ccc(Cl)cc2)c1 | 18 | 6 | 0.8 | 0.8 | 0.4 | 1 | -13 | 16 | 1.1 | 54* | -0.1
Cc1nc2cc(C(=O)OCC(=O)Nc3ccc(C#N)cc3)ccc2n1-c1ccccc1 | 13 | -3 | 0.9 | 1.2 | -0.4 | 0.9 | -14 | -6 | 0.9 | 36 | -0.3
CNC(=O)CN(Cc1ccccc1)S(=O)(=O)c1ccccc1 | 16 | -1 | 0.8 | 0.7 | -0.3 | 0.9 | -2 | 10 | 0.9 | -5 | -0.3
Cc1ccc(NC2CC(=O)N(CCc3ccccc3)C2=O)cc1 (stereo unspecified) | 8 | -6 | 0.9 | 1.2 | -0.1 | 1 | · | 11 | 0.9 | 0 | -0.3
COC(=O)C1=C(C)NC(=O)NC1c1ccc(-c2ccccc2Cl)o1 (stereo unspecified) | -9 | -6 | 1.1 | 4.4 | 0.5 | 0.9 | 1 | 5 | 1.1 | 16 | -0.2
COc1cc(/C=N/n2cnnc2)ccc1OCc1ccccc1 | 4 | -2 | 1 | 0.0 | 2.2 | 0.9 | · | 4 | 0.9 | 80* | -0.1
Cc1ccc(S(=O)(=O)NC(C(=O)Oc2ccc3c(C(F)(F)F)cc(=O)oc3c2)c2ccccc2)cc1 (stereo unspecified) | 9 | 38* | 0.9 | 4.5 | 0.1 | 1.2 | 3 | 2 | 1.2 | -7 | -0.2
O=C1C(Cc2ccccc2)C(c2ccccc2)N1c1ccccc1 (stereo unspecified) | 21 | 10 | 0.8 | 2.5 | -4.3 | 0.8 | · | 5 | 0.8 | 2 | -0.2
COc1ccc(NC(=O)c2ncn[nH]2)cc1 | 7 | 10 | 0.9 | 3.4 | 0.5 | 1.1 | · | -2 | 1 | 31 | -0.2
COc1ccc(-n2nc(C(=O)NCC(=O)N3CCN(c4ccccn4)CC3)c3ccccc3c2=O)cc1Cl | 23 | -11 | 0.8 | 0.1 | -0.7 | 0.9 | -13 | 3 | 0.9 | 31 | -0.1
COc1ccccc1C(=O)OCC(=O)Nc1ccc(Cl)cn1 | 7 | -3 | 0.9 | 4.9 | -0.7 | 0.9 | -16 | 1 | 0.9 | -2 | -0.3
O=C(NCCN1CCCC1)c1ccccc1Cl | 10 | -16 | 0.9 | -0.2 | -0.4 | 0.9 | -6 | -8 | 1 | -4 | -0.2

Compound profiles, as listed above. Values in the order: Diaph inh CS, TLR4-MyD88 BLA, Diaph act CS, RAM inhibit, DTT redox prof, PMI act satM6P, S1P3 antag, G6PDH CS, PMI act, Lmaj promast, Hsp70 act
CCN(CC)CCOC(=O)C1(c2ccc(OC)c(OC)c2)CCCC1 in the list: 8, 2, 0.9, 1.8, -0.3, 1.1, ·, 8, 1, 2, 0.1
Cc1ccc2cc(C#N)c(N3CCCN(C(=O)C4CCCO4)CC3)nc2c1C (stereo unspecified) in the list: 23, -9, 0.8, 1.6, -2.6, 1.2, ·, 17, 1.4, 3, 0.0
Brc1ccc(CN2C3=NCCCN3c3ccccc32)cc1 in the list: 0, 11, 1, 0.0, 0.1, 1.1, 13, -2, 1.1, 36, -0.2
COc1ccc(NC(=O)c2ncn[nH]2)cc1 in the list: 7, 10, 0.9, 3.4, 0.5, 1.1, ·, -2, 1, 31, -0.2

(list continues)
SMILES | Diaph inh CS | TLR4-MyD88 BLA | Diaph act CS | RAM inhibit | DTT redox prof | PMI act satM6P | S1P3 antag | G6PDH CS | PMI act | Lmaj promast | Hsp70 act
COc1ccc(S(=O)(=O)N(C(=O)C(C)C)c2ccc3oc(=O)sc3c2)cc1 | 14 | -1 | 0.9 | 1.2 | 0.1 | 0.9 | · | 3 | 0.9 | -3 | -0.4
O=C(Nc1ccccc1NC(=O)c1csnn1)c1csnn1 | -6 | -5 | 1.1 | 4.3 | -0.6 | 1 | -9 | 0 | 1.1 | -1 | -0.1
COc1ccc(C2C(C(=O)Nc3cccc(C)n3)c3ccccc3C(=O)N2C)cc1OC (stereo unspecified) | 13 | -8 | 0.9 | 2.1 | -0.1 | 1 | · | -7 | 0.9 | 2 | -0.2
CSc1nc2sc3c(c2c(=O)[nH]1)CCC(C)C3 (stereo unspecified) | -2 | -4 | 1 | 2.9 | 3.2 | 1 | · | -15 | 1 | 1 | 0.0
CCC(C)NC(=O)/C=C/c1cccs1 (stereo unspecified) | 13 | -9 | 0.9 | 1.4 | 0.2 | 1 | 4 | 6 | 1 | 15 | -0.4
O=C(O)c1ccc(Cn2cnc3scc(-c4ccccc4)c3c2=O)cc1 | 12 | 0 | 0.9 | 1.3 | -1.0 | 0.9 | -7 | 8 | 0.9 | 0 | -0.1
CCOC(=O)CC(c1ccc([N+](=O)[O-])cc1)n1c(C)ccc1C (stereo unspecified) | 11 | 10 | 0.9 | 1.8 | 0.5 | 0.9 | -6 | -4 | 0.9 | 4 | -0.1
COc1ccc(C(=O)NC2CCN(C(=S)Nc3ccccc3C)CC2)cc1 | 7 | -3 | 0.9 | 1.3 | 0.8 | 1 | -14 | -2 | 1 | -4 | -0.1
CN(C)S(=O)(=O)c1cc(C(=O)NCc2ccccc2)c(Cl)cc1Cl | -2 | 2 | 1 | 3.9 | -0.6 | 1.1 | 0 | 4 | 1 | 1 | 0.1
Cc1ccc(S(=O)(=O)NCc2ccc(C(=O)NCCCN3CCN(C)CC3)cc2)cc1 | 11 | 0 | 0.9 | 2.9 | -1.5 | 1 | -22 | -2 | 0.9 | -1 | -0.6
Nc1ccc(C(=O)OCC(=O)Nc2ccc([N+](=O)[O-])cc2C(F)(F)F)cc1 | 12 | -6 | 0.9 | 1.6 | -0.2 | 1 | 7 | -14 | 0.9 | 2 | -0.2
Cc1nc(-c2coc3cc(O)c(C)cc3c2=O)cs1 | 23 | -6 | 0.8 | 2.1 | 0.1 | 1.1 | · | 9 | 1 | 7 | -0.1
CSc1ccc(CN(C)CC(=O)NC(=O)NC(C)(C)C)cc1 | 13 | -4 | 0.9 | 0.5 | 0.8 | 0.9 | 6 | -4 | 1 | 9 | -0.4
COc1cc(/C=c2\sc3n(c2=O)CCCN=3)ccc1O | 13 | -3 | 0.9 | 2.1 | 2.6 | 0.9 | · | 4 | 0.8 | 6 | -0.3

Printed as active in TLR4-MyD88 BLA (from the list above):
structure,TLR4-MyD88 BLA,RAM inhibit,DTT redox prof,PMI act satM6P,S1P3 antag,PMI act,Hsp70 act
Cc1ccc(S(=O)(=O)NC(C(=O)Oc2ccc3c(C(F)(F)F)cc(=O)oc3c2)c2ccccc2)cc1 (stereo unspecified),38*,4.5,0.1,1.2,3,1.2,-0.2

Screening data: PubChem BioAssay, several laboratories
